Compound activity deposited in PubChem BioAssay by National Center for Advancing Translational Sciences (NCATS).
JMJD2A Tudor – blocks the human JMJD2A Tudor domain | O75164 | AlphaScreen JMJD2A-Tudor / H3K4me3 peptide binding | Potency, µM (top dose mostly 114 µM), inactives show top-dose activity change, negative = inhibition, actives largely listed as inhibitors | 390,000 compounds, 4.4% hits | AID 504339; further: potency means the concentration at half of the fitted maximal effect; on the % scale 0 is the no-effect control and ±100 the full control effect; nearly all actives have a fitted effect of over 50% in size
G9a block – G9a (human) methyltransferase inhibition; G9a H3K9 monomethylation, AlphaScreen, 2 h; Potency, µM (top dose mostly 102 µM), inactives show top-dose activity, negative = inhibition, most hits filed as inhibitors; Q96KQ7; 350,000 compounds, 8.8% hits; further: potency means the concentration at half of the fitted maximal effect; on the % scale 0 is the no-effect control and ±100 the full control effect; nearly all actives have a fitted effect of over 75% in size
Target sequence (Q96KQ7 913-1193 limits assumed): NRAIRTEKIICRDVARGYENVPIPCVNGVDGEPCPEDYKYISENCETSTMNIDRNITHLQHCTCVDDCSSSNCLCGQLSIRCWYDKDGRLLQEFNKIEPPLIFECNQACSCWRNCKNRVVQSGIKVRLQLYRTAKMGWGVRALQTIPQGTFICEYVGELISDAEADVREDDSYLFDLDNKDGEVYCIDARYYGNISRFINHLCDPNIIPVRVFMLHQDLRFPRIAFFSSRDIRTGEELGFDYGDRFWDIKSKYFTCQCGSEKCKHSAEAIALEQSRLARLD
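Methyltransferase reactions run at room temperature for 2 h (20 nM enzyme, 500 nM biotin-H3K9 peptide, 20 uM SAM) after a 15 min compound preincubation; product detected by AlphaScreen beads and anti-H3K9me1 antibody.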
HP1b binding inh – HP1-beta chromodomain-methylated histone interaction inhibition; P83916; Potency, µM (titrated, usually from 114 µM), without a hit: top-dose activity change, negative = inhibition, most hits filed as inhibitors; AID 540317; 390,000 compounds, 0.56% hits; AlphaScreen HP1-beta / biotin-H3K9me3 peptide binding; further: potency means the concentration at half of the fitted maximal effect; nearly all actives have a fitted effect of over 70% in size; inactives centre near 23
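Compound inhibition of the preformed complex between 50 nM HP1-beta and 50 nM biotinylated H3K9me3 peptide was read by AlphaScreen. Buffer was PBS pH 7.4 with 0.01% Tween-20. Incubations ran 30 min at room temperature, with 10 ug/mL donor/acceptor beads.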
GLS inh – blocks human kidney-isoform glutaminase activity. 410,000 compounds, 0.21% hits. GLS enzymatic activity, qHTS titration. Potency, µM (titrated, usually from 45.5 µM), for the others: top-dose activity change, negative = inhibition, usual class: inhibitors. O94925; further: potency means the concentration at half of the fitted maximal effect; on the % scale 0 is the no-effect control and ±100 the full control effect
Target sequence (O94925 whole entry, looked up, canonical isoform): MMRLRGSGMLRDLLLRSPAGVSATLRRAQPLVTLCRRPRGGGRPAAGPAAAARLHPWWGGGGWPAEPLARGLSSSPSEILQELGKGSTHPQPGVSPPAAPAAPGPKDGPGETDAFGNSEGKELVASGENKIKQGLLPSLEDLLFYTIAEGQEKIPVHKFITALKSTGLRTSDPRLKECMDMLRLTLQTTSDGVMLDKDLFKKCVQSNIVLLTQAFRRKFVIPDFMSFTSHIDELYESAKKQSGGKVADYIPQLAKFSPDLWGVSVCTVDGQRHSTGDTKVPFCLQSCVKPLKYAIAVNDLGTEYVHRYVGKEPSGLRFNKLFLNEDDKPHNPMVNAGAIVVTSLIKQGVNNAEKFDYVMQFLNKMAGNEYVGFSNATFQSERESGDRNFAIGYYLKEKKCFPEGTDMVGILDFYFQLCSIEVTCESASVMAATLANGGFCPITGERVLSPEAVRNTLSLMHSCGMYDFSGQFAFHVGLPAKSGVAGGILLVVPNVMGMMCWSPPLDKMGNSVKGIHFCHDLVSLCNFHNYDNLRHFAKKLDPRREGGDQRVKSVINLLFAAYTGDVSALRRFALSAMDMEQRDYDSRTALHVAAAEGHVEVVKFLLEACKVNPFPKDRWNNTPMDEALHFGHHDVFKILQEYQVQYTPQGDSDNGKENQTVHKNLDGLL
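Enzyme dispensed in phosphate buffer (45 mM, pH 8.2, 0.02% Tween-20), compounds pinned in, then 1 mM L-glutamine solution and the glutamate oxidase–HRP–Amplex Red mix added; fluorescence read immediately and again after 30 min at room temperature.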
Pin1 inhibitor – inhibitors of human Pin1; Q13526; Pin1 FP peptide displacement, HiFluor488, 10 min; Potency, µM (titrated, usually from 115 µM), without a hit: top-dose activity, negative = inhibition, usual class: inhibitors; 390,000 compounds, 0.009% hits; AID 504891; active means well fitted inhibition curve with a large enough effect in the polarisation, with a control signal flat, not every such curve was filed as active; inconclusive means small, poorly fitted or top-dose-only effect, or effect the other way, or a change in a side signal; inactive means no such curve, though single readings can be large or run the other way; the % refers to the polarisation; further: potency means the concentration at half of the fitted maximal effect; on the % scale 0 is the no-effect control and ±100 the full control effect
BAZ2B inh – blocks human BAZ2B. Q9UIF8. AlphaScreen BAZ2B-H3K14Ac peptide displacement. Potency, µM (titrated, usually from 114 µM), inactives show at the highest dose activity change, negative = inhibition, usual class: inhibitors. 360,000 compounds, 4.4% hits. AID 504333; further: potency means the concentration at half of the fitted maximal effect; on the % scale 0 is the no-effect control and ±100 the full control effect; nearly all actives have a fitted effect of over 60% in size
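Complex of BAZ2B and biotin-H3K14Ac (50 nM apiece) forms over 30 min at RT, then faces library compounds up to 110 uM for another 30 min; AlphaScreen beads added, 20 min dark incubation, luminescence read.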
Pol eta inh – inhibitors of human DNA polymerase eta | 390,000 compounds, 1.2% hits | recombinant Pol eta, fluorescent DNA replication assay | Q9Y253 | Potency, µM (highest dose often 114 µM), without a hit: at the highest dose activity change, negative = inhibition, actives largely listed as inhibitors; further: potency means the concentration at half of the fitted maximal effect; on the % scale 0 is the no-effect control and ±100 the full control effect
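Pol eta at 10 nM preincubated with compounds 15 min at room temperature; reaction started with fluorescent substrate (50 nM final) and read kinetically at 0 and 10 min.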
Tb PGK inh – blocks T. brucei phosphoglycerate kinase | PGK/GAPDH coupled, Kinase-Glo luminescence, 60 min | Potency, µM (doses to about 57.5 µM), for inactives: at the top dose activity change, negative = inhibition, actives largely listed as inhibitors | 380,000 compounds, 0.043% hits; further: potency means the concentration at half of the fitted maximal effect; on the % scale 0 is the no-effect control and ±100 the full control effect; nearly all actives have a fitted effect of over 60% in size
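Recombinant glycosomal PGK reaction used 1,3-bisphosphoglycerate generated in-well by GAPDH (100nM final) in 100mM TEA pH 7.6, 5mM MgCl2, 0.01% Tween-20. After 60 minutes at room temperature, ATP was read by Kinase-Glo Plus luminescence end-point.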
PI4K2A block – PI4K2A (human) kinase inhibition | Q9BTU6 | purified PI4K2A, ADP-Glo luminescence, 1 h; hits give low values | activity change, negative = inhibition, % at 76.9 µM | 420,000 compounds, 0.13% hits | AID 1346378; in the data active means activity change below about -50%; inconclusive means mostly about -30% to -49%;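 further: -100% = wells without enzyme as full effect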
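PI4K2A activity was measured by ADP-Glo luminescence: enzyme (4 ug/mL stock) and phosphatidylinositol (1.2 mM stock) in Tris pH 7.5/MgCl2/EGTA/Triton X-100 buffer were reacted with ATP (300 microM stock) for one hour at ambient temperature.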
* = called active by the depositor; i = inactive; ? = inconclusive; . = not tested or not shown; [ ] = dose if it differs, or a comment. Unless noted, the call rests on the fitted dose curve; in most records, active means well fitted curve in the direction sought with a large enough effect; inconclusive means small, poorly fitted or top-dose-only effect, or another doubt; inactive means no such curve, though single readings can be large; an effect the other way counts as inactive or inconclusive. An excerpt (hit frequency here may not be typical).

SMILES	JMJD2A Tudor	G9a block	HP1b binding inh	GLS inh	Pin1 inhibitor	BAZ2B inh	Pol eta inh	Tb PGK inh	PI4K2A block
CCn1c(SCC(=O)Nc2ccccc2)nc2c1c(=O)n(C)c(=O)n2C	1%	9%[59 µM]	61%[activator]	-4%	3%	3%	-10%	-3%	10
O=C(Oc1ccc2ccc(=O)oc2c1)c1ccc([N+](=O)[O-])cc1	-14%	.	40%[activator]	-5%	-8%	-17%	-14%	-1%	6
COc1cccc(CNS(=O)(=O)c2ccc(S(=O)(=O)N3CCCC3)cc2)c1	1%	.	41%[activator]	0%	-8%	?	-4%	-4%	0
COc1ccc(Cl)cc1-c1nc(N)nc(NC2CCCCC2)n1	-11%	12%[59 µM]	39%	0%	-8%	0%	-27%	1%	0
COc1ccc(N2CCN(S(=O)(=O)c3ccc(OC)c(C(=O)N4CCCC4)c3)CC2)cc1	-6%	79µM*	11%	-14%	-2%	-6%	-19%	-1%	8
Cc1sc2c(c1C)c(=O)n(Cc1ccccc1)c(=O)n2CC(=O)N(C)c1ccccc1	-15%	3%[59 µM]	19%	-1%	-6%	-7%	.	.	2
Cn1nc(-c2ccc(C(=O)N3CCN(CCO)CC3)cc2)c2ccccc2c1=O	-16%	0%[59 µM]	39%	1%	-11%	13%	8%	-7%	6
CCC(CO)Oc1cc(NCc2cccnc2)c2ncn(C(C)C)c2c1 (stereo not given)	79µM*	.	10%	23%	-22%	.	-3%	9%	-13
Cc1ccc(S(=O)(=O)N2CCOCC2)cc1NS(=O)(=O)c1ccc(F)c(F)c1	-11%	-7%[59 µM]	15%	4%	1%	9%	-1%	-9%	2
Cc1ccc(CNC(=O)CSc2ncc(C(=O)Nc3ccccc3)c(=O)n2C)cc1	-10%	-4%	24%	-5%	-5%	11%	-19%	4%	-1
Cc1ccc(CNC(=O)c2ccccc2NS(C)(=O)=O)cc1	2%	14%[12.7 µM]	52%[activator]	-6%	-5%	0%	-16%	-1%	5
Cc1ccc(Cl)cc1NC(=O)CN(C)S(=O)(=O)c1ccc2c(c1)n(C)c(=O)c(=O)n2C	5%	-1%[59 µM]	33%	-2%	0%	-11%	-19%	-3%	1
COc1ccc(C(=O)Nn2c(C)nc3ccccc3c2=O)c(OC)c1	-9%	-9%	54%[activator]	-1%	1%	2%	-20%	.	-2
Nn1c(SCC(=O)Nc2ccc(F)cc2F)nnc1-c1cccnc1	-6%	5%	24%	0%	-1%	-3%	-11%	-5%	-4
CCO[C@@H]1OC(C(=O)N2CCN(Cc3ccccc3)CC2)=C[C@H](c2ccccc2)[C@H]1CCCO	-20%	-4%[59 µM]	51%[activator]	2%	5%	-11%	-14%	-9%	-4
Cc1ccc(N2CC(C(=O)Nc3nnc(SCCC4OCCO4)s3)CC2=O)cc1 (stereo not given)	-10%	13µM*	31%	-1%	4%	-9%	?	-6%	1
O=C(C1CCC(=O)N(C2CCCC2)C1)N1CCN(Cc2cccc(Cl)c2)CC1 (stereo not given)	-4%	7%	23%	1%	-2%	-5%	-16%	-7%	1
O=S(=O)(NC1CC1)c1ccc2c3c(cccc13)CC2	18µM*	6%	-11%	?	0%	-2%	-16%	-6%	1
CCOC(=O)N1CCN(C(=O)CS(=O)(=O)c2cn(Cc3ccc(Cl)cc3)c3ccccc23)CC1	-4%	6%[59 µM]	23%	9%	-1%	6%	-8%	3%	-1
OCc1ncccc1O	3%	-26%	36%	1%	-4%	?	-11%	-4%	0

2 compounds from above, reduced to Tb PGK inh and BAZ2B inh.
compound	Tb PGK inh	BAZ2B inh
OCc1ncccc1O	-4%	?
Nn1c(SCC(=O)Nc2ccc(F)cc2F)nnc1-c1cccnc1	-5%	-3%

Further structures follow.
SMILES	JMJD2A Tudor	G9a block	HP1b binding inh	GLS inh	Pin1 inhibitor	BAZ2B inh	Pol eta inh	Tb PGK inh	PI4K2A block
O=C(COC(=O)c1ccc(S(=O)(=O)C(F)F)cc1)Nc1cccnc1Cl	-9%	-44%	-11%	-3%	-9%	-9%	3%	-9%	4
C#CCOCCOCCOCCNc1nc(N2CCOCC2)nc(N2CCN(C(=O)CCCCCCCCCCNC(=O)[C@H](CO)n3cc(CCCCCN)nn3)CC2)n1	?	6%[2.33 µM]	8%	2%	-4%	-8%	-11%	i	-1
Cc1ccc(C(=O)CSc2ncnc3sc4c(c23)CCC(C)C4)cc1 (stereo not given)	10%	?	75%[activator]	-4%	-2%	3%	-1%	-6%	0
CC(C(=O)O)n1c(-c2ccn[nH]2)n[nH]c1=S (stereo not given)	-11%[11.4 µM]	?	-9%	28%	-9%	-17%	-17%	-9%	-4
O=C(COC(=O)Cc1c(F)cccc1Cl)Nc1ccc2[nH]c(=O)[nH]c2c1	-23%	.	-8%	-22%	?	.	-22%	3%	-3
COc1ccc(C(=O)OCC(=O)NCCN2C(=O)CSC2=O)cc1	-11%	8%	7%	0%	-6%	.	0%	-2%	4
CCN(CC)S(=O)(=O)c1ccc(N2CCCC2)c(NC(=O)C2=COCCO2)c1	-6%	50µM*	24%	-1%	-21%	-2%	-14%	-1%	1
O=C(/C=C/c1ccccc1)c1ccccc1	143%[activator]	-11%[59 µM]	126%[activator]	3%	4%	24%	?	-11%	3
COc1ccc(NS(=O)(=O)c2cc(NC(=O)C3CCCO3)ccc2N2CCCCC2)cc1 (stereo not given)	4%[11.4 µM]	40µM*	33%	-12%	15%	-11%	-16%	-1%	-5
Cc1cc(S(=O)(=O)N(Cc2ccccc2)Cc2ccc(N(C)C)cc2)ccc1-n1cnnn1	40µM*	8.9µM*	-23%	15%	2%	-33%	-15%	-2%	8
C/C(=C/C(=O)NCc1ccccc1)C(=O)O	-11%	-24%	27%	-2%	-4%	-34%	-17%	i	-1
O=[N+]([O-])c1cccc(-c2csc(N/N=C/c3cccc(O)c3)n2)c1	56µM*	35µM*	45µM*	?	-2%	?	-6%	-8%	-1
Cc1ccc(C)c(C(=O)COC(=O)CCN2C(=O)C3C4CCC(C4)C3C2=O)c1 (stereo not given)	-8%	-8%	24%	11%	3%	0%	-12%	5%	6
Cc1ccccc1S(=O)(=O)Cc1ccc(C(=O)NCCN(CC(C)C)CC(C)C)o1	-15%	-32%	11%	22%	0%	2%	-23%	-4%	0
O=S(=O)(NCC(c1ccc2c(c1)OCO2)N1CCN(c2ccccc2)CC1)c1ccccc1 (stereo not given)	?	?	-8%	-3%	9%	-35%	-14%	-9%	-3
CS(=O)(=O)N1CCc2cc(C(=O)Nc3ccc(C(F)(F)F)cc3)ccc21	-26%	-20%[59 µM]	30%	-15%	0%	5%	1%	-6%	-4
Oc1ccc(C2C(c3ccccc3)=NN=C(c3ccccc3F)N2O)c(O)c1 (stereo not given)	-31%	50µM*	-16%	54%[activator]	-11%	?	-13%	i	-3
CCCCOCCCNC(=O)c1ccc([N+](=O)[O-])c(C)c1	?	-2%[59 µM]	34%	5%	-2%	-4%	-3%	-3%	-1
Cc1ccc2[nH]c(=O)c3cc(C(=O)NCC4CCCO4)sc3c2c1 (stereo not given)	-3%[57.1 µM]	-37%	42%[activator]	-12%	5%	12%	-21%	-10%	1
COc1ccc(Br)cc1C(=O)Nc1ccc(-c2nc3ncccc3o2)cc1C	-28%	-4%[59 µM]	24%	1%	-1%	-11%	-14%	-3%	0
O=C(c1cccs1)N1CCn2c1nc1ccccc12	-8%	-1%[59 µM]	22%	9%	0%	-5%	-6%	-10%	1
CCN(CC)c1ccc(/C=N/NC(=O)c2ccoc2C)c(O)c1	-4%[11.4 µM]	0%	31%	-3%	22%	0%	-18%	-8%	?
CCc1cc2c(NCc3ccccc3)nc(C)nc2s1	5%	?	73%[activator]	4%	1%	0%	?	-1%	0
Cc1cc(NC(=O)c2cc(-c3cccnc3)nc3c(C)c(C)ccc23)no1	?	-6%[59 µM]	11%	-3%	6%	-24%	6%	-7%	2
Cc1ccccc1NC(=O)CS(=O)(=O)c1cn(CC(=O)N2CCOCC2)c2ccccc12	4%	-38%	44%[activator]	0%	1%	.	-17%	-3%	1
COc1ccc(S(=O)(=O)Nc2cc(C)nn2-c2ccccc2)cc1	-17%[11.4 µM]	?	53%[activator]	6%	-1%	3%	-12%	-1%	-2
COC(=O)c1c(NC(C)=O)c2c3c(sc2n1Cc1cc(C)ccc1C)CCCC3	-18%	7%[59 µM]	4%	1%	2%	-4%	?	-2%	-3
C=CCNc1nc2ccccc2nc1NS(=O)(=O)c1ccc(Cl)cc1	14%	-39%	55%[activator]	7%	-3%	-21%	-16%	-3%	-2
CC(NS(=O)(=O)c1ccc(N)cc1)C1CC2CCC1C2 (stereo not given)	-6%	4%	21%	0%	-11%	0%	-5%	-8%	1
C/C(=N\NC(=O)C(N)=O)c1ccc(Br)cc1	-10%	12%	44%[activator]	-6%	-2%	-11%	-7%	-6%	-3
COc1cc(NC(=O)c2sc3ncn(CC(=O)N4CCCCC4)c(=O)c3c2C)cc(OC)c1OC	-21%	-5%	42%[activator]	-11%	1%	-3%	-13%	-1%	-1
C=CCNC(=S)/N=c1\sccn1C	?	0%[2.33 µM]	?	-7%	-1%	1%	6%	-7%	-3
CC(C)(C)[C@H]1CCC(=O)N([C@H](CN=[N+]=[N-])Cc2ccccc2)CC1	-13%	63%[activator]	37%	-1%	-2%	5%	-7%	-6%	1
CCN(CC)c1ccc(S(=O)(=O)N2CCOCC2)cc1NC(=O)CSc1ccccc1	-10%	-30%	7%	6%	24%	5%	-13%	-8%	-5
